ERG Ets-DNA blk: ERG Ets/DNA interaction inhibition. fluorescence polarization, His-ERG Ets domain / labelled DNA. Potency, µM (titrated, usually from 76.9 µM), for inactives: top-dose FP activity, negative = inhibition, actives largely listed as inhibitors. P11308. 370,000 compounds, 0.028% hits; active = well fitted inhibition curve with a large enough effect in the polarisation, with a control signal flat; inconclusive = small, poorly fitted or top-dose-only effect, or effect the other way, or a change in a side signal; inactive = no such curve, though single readings can be large or run the other way; the % refers to the polarisation;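 also: polarization taken with two DNA probes labelled with fluorescein and Texas red; potency is read from the fitted curve at half-maximal effect; % of control where 0% means no effect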
Target sequence (P11308 whole entry, looked up, the tested form may be a part): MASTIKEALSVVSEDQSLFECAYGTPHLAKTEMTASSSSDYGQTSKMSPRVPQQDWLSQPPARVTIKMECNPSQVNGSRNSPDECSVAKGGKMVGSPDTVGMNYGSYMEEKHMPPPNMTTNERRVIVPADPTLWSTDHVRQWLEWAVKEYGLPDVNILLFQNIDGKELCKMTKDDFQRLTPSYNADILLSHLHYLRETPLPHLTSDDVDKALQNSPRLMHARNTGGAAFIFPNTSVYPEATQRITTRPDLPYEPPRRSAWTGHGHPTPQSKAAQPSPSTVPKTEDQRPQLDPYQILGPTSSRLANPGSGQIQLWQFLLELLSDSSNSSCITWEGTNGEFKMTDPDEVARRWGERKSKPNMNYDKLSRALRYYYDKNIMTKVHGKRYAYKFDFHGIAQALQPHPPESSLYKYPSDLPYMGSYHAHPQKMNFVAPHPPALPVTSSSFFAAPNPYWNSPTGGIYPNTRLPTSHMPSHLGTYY
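His-tagged ERG Ets domain (1 uM in the protein solution; 300mM KCl, 50mM Tris-HCl, 1mM EDTA, 1mM DTT, pH 7.5) received compound, then a probe mix of 5 nM fluorescein-DNA and 100nM Texas-615-DNA. Fluorescence polarization was read for both dyes.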
Pin1 inhibitor: inhibitors of human Pin1; Q13526; Pin1 FP peptide displacement, HiFluor488, 10 min; Potency, µM (highest dose often 115 µM), without a hit: at the highest dose activity, negative = inhibition, most hits filed as inhibitors; 390,000 compounds, 0.009% hits; active = well fitted inhibition curve with a large enough effect in the polarisation, with a control signal flat, not every such curve was filed as active; inconclusive = small, poorly fitted or top-dose-only effect, or effect the other way, or a change in a side signal; inactive = no such curve, though single readings can be large or run the other way; the % refers to the polarisation; also: potency is read from the fitted curve at half-maximal effect; % is scaled to controls: 0 for no effect and ±100 for the full control effect
Target sequence (Q13526 whole entry, looked up): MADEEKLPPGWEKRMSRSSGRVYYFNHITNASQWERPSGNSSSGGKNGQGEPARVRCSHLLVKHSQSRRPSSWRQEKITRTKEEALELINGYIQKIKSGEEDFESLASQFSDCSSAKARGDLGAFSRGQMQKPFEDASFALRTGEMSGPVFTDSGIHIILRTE
GLS inhibitor: blocks human kidney-isoform glutaminase activity; GLS enzymatic activity, qHTS titration; Potency, µM (doses to about 45.5 µM), for inactives: top-dose activity change, negative = inhibition, usual class: inhibitors; O94925; AID 624170; 410,000 compounds, 0.21% hits; also: potency is read from the fitted curve at half-maximal effect; % is scaled to controls: 0 for no effect and ±100 for the full control effect
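Two-point fluorescence kinetic (t0, 30 min RT) for hKGA; glutamate detected via glutamate oxidase–HRP–Amplex Red. Substrate: 1 mM L-glutamine solution; buffer 45 mM KH2PO4, pH 8.2.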
HP1b binding inh: inhibitors of HP1-beta chromodomain binding to methylated histone tails; P83916; AlphaScreen HP1-beta / biotin-H3K9me3 peptide binding; Potency, µM (titrated, usually from 114 µM), without a hit: at the highest dose activity change, negative = inhibition, actives largely listed as inhibitors; 390,000 compounds, 0.56% hits; AID 540317; also: potency is read from the fitted curve at half-maximal effect; nearly all actives have a fitted effect of over 70% in size; inactives centre near 23
Target sequence (P83916 whole entry, looked up): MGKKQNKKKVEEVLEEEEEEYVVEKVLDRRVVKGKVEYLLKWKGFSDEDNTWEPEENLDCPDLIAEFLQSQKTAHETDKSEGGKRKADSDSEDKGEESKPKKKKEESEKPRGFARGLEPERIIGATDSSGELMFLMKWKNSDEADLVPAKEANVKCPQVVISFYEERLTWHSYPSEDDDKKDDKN
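Compound inhibition of the preformed complex between 50 nM HP1-beta and 50 nM biotinylated H3K9me3 peptide was read by AlphaScreen. Buffer was PBS pH 7.4 with 0.01% Tween-20. Incubations ran 30 min at room temperature, with 10 ug/mL donor/acceptor beads.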
BAZ2B inh: inhibitors of human BAZ2B bromodomain; AID 504333; AlphaScreen BAZ2B-H3K14Ac peptide displacement; Potency, µM (top dose mostly 114 µM), inactives show at the top dose activity change, negative = inhibition, actives largely listed as inhibitors; 360,000 compounds, 4.4% hits; Q9UIF8; also: potency is read from the fitted curve at half-maximal effect; % is scaled to controls: 0 for no effect and ±100 for the full control effect; nearly all actives have a fitted effect of over 60% in size
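Complex of BAZ2B and biotin-H3K14Ac (50 nM apiece) forms over 30 min at RT, then faces library compounds up to 110 uM for another 30 min; AlphaScreen beads added, 20 min dark incubation, luminescence read.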
Tb PGK inh: inhibitors of T. brucei phosphoglycerate kinase. AID 602233. Potency, µM (top dose mostly 57.5 µM), for inactives: at the top dose activity change, negative = inhibition, usual class: inhibitors. P07378. 380,000 compounds, 0.043% hits. PGK/GAPDH coupled, Kinase-Glo luminescence, 60 min; also: potency is read from the fitted curve at half-maximal effect; % is scaled to controls: 0 for no effect and ±100 for the full control effect; nearly all actives have a fitted effect of over 60% in size
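Luminescent ATP detection (Kinase-Glo Plus) follows a 60-minute room-temperature incubation, with wells lacking PGK as controls. Buffer: 100 mM TEA (pH 7.6), 5 mM MgCl2, 0.01% Tween-20. Coupling enzyme GAPDH (100 nM final) supplies unstable 1,3-BPG in-well.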
PI4K2A inh: blocks human PI4K2A kinase activity; Q9BTU6; activity change, negative = inhibition, % at 76.9 µM; purified PI4K2A, ADP-Glo luminescence, 1 h; hits give low values; 420,000 compounds, 0.13% hits; in the data active = activity change below about -50%; inconclusive = mostly about -30% to -49%;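 also: -100% = wells without enzyme as full effect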
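Compounds are screened against recombinant PI4K2A using PI as substrate and ATP, the latter dispensed at 300 microM. Reactions run one hour at ambient temperature before ADP-Glo detection; full inhibition defined by wells lacking enzyme.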
G9a inh: G9a (human) methyltransferase inhibition; G9a H3K9 monomethylation, AlphaScreen, 2 h; Potency, µM (top dose mostly 102 µM), for the others: at the highest dose activity, negative = inhibition, actives largely listed as inhibitors; 350,000 compounds, 8.8% hits; AID 504332; also: potency is read from the fitted curve at half-maximal effect; % is scaled to controls: 0 for no effect and ±100 for the full control effect; nearly all actives have a fitted effect of over 75% in size
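Signal arises when biotinylated H3K9 peptide, once monomethylated, bridges streptavidin donor and antibody-captured acceptor beads. Enzyme at 20 nM was preincubated 15 min with test compounds; peptide 500 nM and SAM 20 uM then reacted for 2 h.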
JMJD2A Tudor inh: inhibitors of human JMJD2A Tudor domain; Potency, µM (series often up to 114 µM), inactives show at the top dose activity change, negative = inhibition, usual class: inhibitors; 390,000 compounds, 4.4% hits; AlphaScreen JMJD2A-Tudor / H3K4me3 peptide binding; O75164; AID 504339; also: potency is read from the fitted curve at half-maximal effect; % is scaled to controls: 0 for no effect and ±100 for the full control effect; nearly all actives have a fitted effect of over 50% in size
* hit, by the source's call; i = inactive; ? = inconclusive; nt = not tested or not shown; [ ] = another dose, or the depositor's remark. Unless noted, calls follow the shape of the dose curve; as a rule, active = well fitted curve in the direction sought with a large enough effect; inconclusive = small, poorly fitted or top-dose-only effect, or another doubt; inactive = no such curve, though single readings can be large; an effect the other way counts as inactive or inconclusive.

SMILES	ERG Ets-DNA blk	Pin1 inhibitor	GLS inhibitor	HP1b binding inh	BAZ2B inh	Tb PGK inh	PI4K2A inh	G9a inh	JMJD2A Tudor inh
Cc1cccc(N2C(=O)CC(N3CCN(c4cccc(C(F)(F)F)c4)CC3)C2=O)c1 (centres undefined)	0%	-10%	-3%	9%	-1%	-2%	-17	-37%[12.7 µM]	-30%
Cc1ccnc(NC(=O)CCC(=O)N(CC(=O)NCCc2ccccc2)Cc2ccco2)c1	-7%	-2%	4%	9%	?	-10%	-7	-23%[59 µM]	-17%
Cc1ccc(NC(=O)CSc2nnc(CNC(=O)c3ccccc3F)o2)cc1	2%	6%	3%	46%[activator]	-18%	1%	1	12%[59 µM]	-13%
CCCOc1ccc(NC(=O)CC2C(=O)N(c3cccc(C)c3)C(=O)N2CCc2ccncc2)cc1 (centres undefined)	-5%	7%	-11%	29%	-17%	-5%	-7	?	-18%
Clc1ccc2noc(-c3ccccc3)c2c1	nt	2%	-5%	29%	24%	nt	-1	82%[activator][59 µM]	-11%
COC(=O)N/N=C(C)\C=C\c1ccco1	4%	5%	0%	37%	-3%	nt	-5	?	-12%
COc1ccc(CCn2c(C)cc(C(=O)CSc3nnc(N)s3)c2C)cc1	-5%	6%	13%	-4%	?	-3%	-17	-5%[59 µM]	-27%
Cc1ccc(C)c(NC(=O)Cn2c(=O)n(-c3ccccc3C)c(=O)c3c2c2cc(C)ccc2n3C)c1	-3%	-2%	8%	29%	-6%	10%	1	-31%[59 µM]	-6%
COc1nnc(-c2ccc(C)c(S(=O)(=O)NC(C)(C)CO)c2)c2ccccc12	7%	4%	-2%	33%	12%	-3%	4	1%	-9%
Cc1ccc(O)c(NC(=O)c2cc(-c3ccco3)on2)c1	0%	19%	-28%	0%	-1%	i	-3	-12%	-23%
Cc1ccccc1CN1C(=O)C2(OCCCO2)c2ccccc21	2%	-2%	-3%	43%[activator]	2%	-7%	1	12%[59 µM]	3%
O=C(CS(=O)(=O)c1cccc2nsnc12)Nc1ccc(F)cc1F	-1%	5%	0%	23%	-1%	8%	-2	0%[59 µM]	-10%
O=C(Nc1cc(Cl)ccc1-n1cncn1)c1cn2ccccc2n1	-1%	-8%	1%	35%	8%	-4%	0	-3%	-10%
O=C(NC(=O)c1ccccc1)OCC(F)(F)F	10%	-9%	10%	-9%	-5%	9%	4	-1%	?
C=CCNC(=O)NS(=O)(=O)c1ccc(C)cc1	5%	-1%	2%	24%	-1%	4%	-11	-5%[59 µM]	-13%
O=C(OCC(=O)N1CCN(S(=O)(=O)c2ccc(Cl)cc2)CC1)c1cccc(OC(F)F)c1	-5%	5%	1%	39%	-4%	-8%	1	-42%	-4%
Cc1ccccc1S(=O)(=O)Cc1ccc(C(=O)O)o1	nt	-1%	-1%	26%	-14%	-11%	0	-7%[12.7 µM]	-19%
C#CCOCCOCCOCCNc1nc(N2CCN(C(=O)[C@H](CCC(=O)O)n3cc(CN)nn3)CC2)nc(N2CCN(C(=O)[C@H](CCCN=C(N)N)n3cc(C(N)[C@@H](C)CC)nn3)CC2)n1 (some centres undefined)	-4%	-1%	0%	22%	nt	1%	-3	nt	?
O=C(NCCc1csc(-c2cccnc2)n1)c1ccccc1Br	4%	1%	-6%	31%	3%	-8%	4	nt	-18%
O=C(COC(=O)Cc1ccc(Cl)cc1)Nc1cc(S(=O)(=O)N2CCOCC2)ccc1N1CCCC1	1%	6%	11%	30%	-23%	12%	-1	6%[59 µM]	-1%
Cc1ccc(NC(=O)C2CCN(C(=O)c3sc4nc[nH]c(=O)c4c3C)CC2)cc1F	-4%	-5%	1%	20%[57 µM]	2%	4%	0	-2%[59 µM]	-19%
CC(=O)Nc1ccc(OCC(=O)NCc2ccccc2)cc1	2%	2%	11%	31%	5%	-4%	-5	?	-11%
O=C1S/C(=C\C=C\c2ccco2)C(=O)N1c1ccc(O)cc1	2%	?	?	?	45µM*	-1%	-22	40µM*	?
COc1ccc(N2CCN(C(=O)C(OC(C)=O)c3ccccc3)CC2)cc1 (centres undefined)	-9%	0%	41%[activator]	17%	-7%	-3%	5	8.9µM*	-3%[57.1 µM]
COc1ccc(-c2[nH]ncc2-c2ccc3c(c2)OCCO3)c(O)c1	-5%	4%	15%	2%	?	-9%	2	-4%[59 µM]	?

G9a inh, hit marks shown above
SMILES	ERG Ets-DNA blk	Pin1 inhibitor	GLS inhibitor	HP1b binding inh	BAZ2B inh	Tb PGK inh	PI4K2A inh	G9a inh	JMJD2A Tudor inh
O=C1S/C(=C\C=C\c2ccco2)C(=O)N1c1ccc(O)cc1	2%	?	?	?	45µM*	-1%	-22	40µM*	?
COc1ccc(N2CCN(C(=O)C(OC(C)=O)c3ccccc3)CC2)cc1 (centres undefined)	-9%	0%	41%[activator]	17%	-7%	-3%	5	8.9µM*	-3%[57.1 µM]

Exported with bars between the fields: entries from further up
compound | ERG Ets-DNA blk | Pin1 inhibitor | GLS inhibitor | HP1b binding inh | BAZ2B inh | Tb PGK inh | PI4K2A inh | G9a inh | JMJD2A Tudor inh
O=C1S/C(=C\C=C\c2ccco2)C(=O)N1c1ccc(O)cc1 | 2% | ? | ? | ? | 45µM* | -1% | -22 | 40µM* | ?
Cc1ccc(NC(=O)CSc2nnc(CNC(=O)c3ccccc3F)o2)cc1 | 2% | 6% | 3% | 46%[activator] | -18% | 1% | 1 | 12%[59 µM] | -13%

Later entries
SMILES	ERG Ets-DNA blk	Pin1 inhibitor	GLS inhibitor	HP1b binding inh	BAZ2B inh	Tb PGK inh	PI4K2A inh	G9a inh	JMJD2A Tudor inh
O=C(CNC(=O)c1ccccc1F)N/N=C\C=C\c1ccccc1	7%	2%	-8%	40%[activator]	-9%	-3%	1	-6%[0.501 µM]	-5%
C=CCn1c(SC/C=C/c2ccccc2)nnc1-c1sc(N)nc1C	-1%	-4%	11%	14%	-26%	i	5	?	-9%
CC(=O)NC1(c2ccc(F)cc2)CCN(C(=O)Nc2ccc(F)cc2F)CC1	-1%	?	-9%	48%[activator]	5%	-5%	-10	-7%[12.7 µM]	-1%
CC(=O)/C(N=Nc1ccc2c(c1)OCCO2)=C(\C)O	12%	?	-3%	22%	-36%	-11%	-15	-45%	?
CCC(=O)N1CCc2cc(Br)cc(S(=O)(=O)N3CCCC(C(=O)Nc4cc(C)ccc4OC)C3)c21 (centres undefined)	5%	-1%	-10%	10%	-11%	-3%	3	-5%[59 µM]	-10%
Cn1c(=O)cc(C(=O)N/N=C/c2ccc(Cl)cc2)[nH]c1=O	23%	-2%	16%	40%[activator]	14%	2%	2	-37%	-32%
CN(c1ccccc1)c1ccc(/C=N/N2CCOCC2)cc1	3%	-1%	1%	50µM*	50µM*	9%	-1	?	45µM*
CC(=O)c1cccc(NC(=O)C2CCN(S(=O)(=O)c3ccc(C)cc3)CC2)c1	4%	-2%	4%	12%	8%	-7%	-6	-6%[59 µM]	-13%
Cc1ccccc1NC(=O)Cc1nnc(SCC(=O)c2ccc(Br)cc2)n1C	5%	2%	-3%	20%	?	-4%	4	-4%[0.501 µM]	-17%
NS(=O)(=O)c1ccc(CNC(=O)c2sccc2-c2ccccc2)cc1	-9%	-6%	-3%	26%	2%	i	1	38%[activator]	-6%
OCCC1CN(Cc2cnn(-c3ccccc3Cl)c2)CCN1Cc1ccsc1 (centres undefined)	1%	0%	-1%	4%	-16%	4%	2	-6%	-8%
O=C(CCc1nnc2ccc(NCc3ccccc3)nn12)NC1CCCCC1	-15%	6%	14%	12%	?	0%	0	-6%	?
Cc1ccc(C(=O)NNC(=O)Cc2ccccc2)cc1	1%	9%	5%	16%	-1%	i	-3	1%	-11%
Cc1ccccc1OCC(O)CN1C(=O)c2ccccc2C1=O (centres undefined)	-4%	1%	-4%	38%	-15%	nt	-2	6%	4%
CCN(CC)C(=O)C(=O)N/N=C/c1cccs1	-5%	1%	10%	20%	-30%	6%	0	2%[0.501 µM]	-8%

Bioassay records deposited in PubChem by National Center for Advancing Translational Sciences (NCATS).
